USP2a inh – qHTS Assay for Inhibitors of Ubiquitin-specific Protease USP2a Using CHOP2 as the Reporter | AID 463254, 2010 | Ubiquitin carboxyl-terminal hydrolase 2 (Homo sapiens), O75604 | hit rate 0.01% among 330,000 | Potency, µM (highest dose often 38.3 µM), inactives show at the top dose activity change, negative = inhibition, hits mostly inhibitors | USP2 core, Ub-CHOP2 coupled fluorogenic reporter, 485/531;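 note: potency is the fitted concentration of half-maximal effect; plate controls were DMSO wells for no effect and full inhibition by NEM control for full effect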
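USP2 core (10nM final) preincubated 30min RT with compound in 20mM Tris-HCl pH 8.0, 2mM CaCl2, 2mM beta-mercaptoethanol, 0.05% CHAPS; 25nM Ub-CHOP2 plus 25nM reporter substrate added, fluorescence (Ex485/Em531) read after 60min.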
ELG1 repair inh – qHTS screen for small molecules that inhibit ELG1-dependent DNA repair in human embryonic kidney (HEK293T) cells expressing luciferase-tagged ELG1 | hit rate 2.3% among 330,000 | HEK293T ELG1-luciferase reporter, luminescence, 16 h; DNA damage induced by 5-fluorouridine | Potency, µM (top dose mostly 46.1 µM), inactives show at the highest dose activity change, negative = inhibition, most hits filed as inhibitors | AID 504467, 2011; note: potency is the fitted concentration of half-maximal effect; % is set by controls: 0 for no effect and ±100 for the full control effect; nearly all actives have a fitted effect of over 55% in size
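Step one: seed 2,000 cells per well. Step two: pin-transfer compound or DMSO alongside 5-fluorouridine. Step three: incubate 16 hr, 37 °C, 5% CO2. Step four: add ONE-Glo, wait 30 min, read luminescence.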
Tb PFK block – qHTS Assay to Find Inhibitors of T. brucei phosphofructokinase; T. brucei PFK, ADP-Glo luminescence; Potency, µM (series often up to 57.5 µM), for the others: top-dose activity, negative = inhibition, most hits filed as inhibitors; hit rate 0.17% among 330,000; AID 485367, 2010;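 note: potency is the fitted concentration of half-maximal effect; 0% = uninhibited 1x PFK enzyme wells and -100% = no-enzyme wells; nearly all actives have a fitted effect of over 60% in size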
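Activity is normalized to no-enzyme wells (full inhibition) and 1.25 nM enzyme wells (no inhibition). Reaction: 0.5 mM F6P, 0.1 mM ATP, 45 min RT, ADP-Glo luminescence; concentration-response curves fitted and classed by quality.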
TCR activator – Activators of T cell receptors: qHTS campaign | Potency, µM (doses to about 9.22 µM), for inactives: at the highest dose activation of IL-2 secretion, hits mostly activators | 330,000 tested, under 10 active | primary human leukocytes, anti-CD3, IL-2 HTRF, 48 h | AID 504894, 2011; note: % of control where 0% means no effect
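Primary human leukocytes were stimulated with a-CD3 beads plus compounds for 48 hr without co-stimulation; secreted IL-2 was quantified by HTRF using a-IL-2-K (europium cryptate) and a-IL-2-d2, excited at 320nm with acceptor emission read at 665nm.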
TSHR antag – Antagonists of the Thyroid Stimulating Hormone Receptor: HTS campaign. Thyrotropin receptor (Homo sapiens), P16473. TSHR-expressing cells, TSH-stimulated cAMP HTRF, 2 h; hits give low values. activity change, negative = inhibition, % at 11.5 µM. hit rate 0.2% among 330,000. AID 504810, 2011;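 active = activity change below a set negative limit, meaning inhibition stronger than a set level, cut at about -70% in these data; inconclusive = activity change between two set negative limits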; note: % is set by controls: 0 for no effect and ±100 for the full control effect
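Inhibition of cAMP made by TSHR-expressing cells under TSH stimulation (4nM final, EC80; 2 h, 37 deg C) is quantified with a one-step lysis HTRF kit, anti-cAMP cryptate versus cAMP-d2.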
B2AR arrestin – qHTS assay of beta-arrestin-biased ligands of beta2-adrenergic receptor; Potency, µM (highest dose often 46.1 µM), without a hit: at the highest dose activation, most hits filed as activators; Beta-2 adrenergic receptor (Homo sapiens), P07550; hit rate 0.02% among 330,000; beta-arrestin recruitment to beta2AR, cell-based reporter;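 note: potency is the fitted concentration of half-maximal effect; 0% = DMSO controls and full agonism = EC100 isoproterenol or metaproterenol; nearly all actives have a fitted effect of over 65% in size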
Target sequence (P07550 whole entry, looked up): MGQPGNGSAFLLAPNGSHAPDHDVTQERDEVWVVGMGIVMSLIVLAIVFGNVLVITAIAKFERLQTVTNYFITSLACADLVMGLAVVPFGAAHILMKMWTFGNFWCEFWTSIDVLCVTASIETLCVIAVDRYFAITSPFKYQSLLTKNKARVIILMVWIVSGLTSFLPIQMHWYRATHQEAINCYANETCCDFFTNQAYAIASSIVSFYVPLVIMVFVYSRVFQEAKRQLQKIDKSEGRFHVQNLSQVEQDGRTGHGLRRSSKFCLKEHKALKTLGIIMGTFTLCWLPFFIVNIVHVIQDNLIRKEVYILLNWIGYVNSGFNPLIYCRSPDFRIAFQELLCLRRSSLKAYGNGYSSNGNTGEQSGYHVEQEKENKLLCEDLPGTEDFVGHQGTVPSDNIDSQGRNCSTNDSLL
Eya2 phos inh – qHTS Assay for Inhibitors of the Phosphatase Activity of Eya2. Protein phosphatase EYA2 (Homo sapiens), O00167. recombinant Eya2, OMFP fluorescence dephosphorylation (OMFP is methylfluorescein phosphate). Potency, µM (top dose mostly 76.9 µM), without a hit: at the highest dose activity, negative = inhibition, hits mostly inhibitors. hit rate 0.006% among 330,000. AID 488837, 2010; note: potency is the fitted concentration of half-maximal effect; % is set by controls: 0 for no effect and ±100 for the full control effect
Target sequence (O00167 whole entry, looked up): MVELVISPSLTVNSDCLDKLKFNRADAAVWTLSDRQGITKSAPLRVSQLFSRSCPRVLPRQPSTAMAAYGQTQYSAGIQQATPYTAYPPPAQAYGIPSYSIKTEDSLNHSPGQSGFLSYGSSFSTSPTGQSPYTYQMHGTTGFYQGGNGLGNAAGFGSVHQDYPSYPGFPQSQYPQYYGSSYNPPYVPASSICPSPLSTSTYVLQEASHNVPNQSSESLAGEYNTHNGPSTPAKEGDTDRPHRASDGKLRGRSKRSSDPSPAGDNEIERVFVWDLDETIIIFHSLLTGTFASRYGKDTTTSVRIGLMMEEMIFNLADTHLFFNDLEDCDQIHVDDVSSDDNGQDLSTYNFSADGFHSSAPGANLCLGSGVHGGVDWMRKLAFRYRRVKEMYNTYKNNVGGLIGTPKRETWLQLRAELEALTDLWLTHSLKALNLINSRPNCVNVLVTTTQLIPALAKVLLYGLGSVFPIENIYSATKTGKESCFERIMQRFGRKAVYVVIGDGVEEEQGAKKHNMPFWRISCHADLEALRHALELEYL
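Eya2 (0.2 uM) preincubated 10 min at ambient with compound, then OMFP substrate added at 50 uM; 10 min reaction in 50 mM HEPES pH 7.5, 50 mM NaCl, 5 uM MgCl2, 0.05% BSA, 1 mM DTT. Fluorescence read at Ex 485/Em 525 nm.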
BCR signal inh – qHTS Assay to Find Inhibitors of Chronic Active B-Cell Receptor Signaling; ABC-DLBCL IkBa-CBG/CBR reporter, luminescence ratio, 4 h; Potency, µM (highest dose often 46.1 µM), for the others: at the top dose ratio change, negative = lower green/red ratio, hits mostly inhibitors; hit rate 0.05% among 340,000; active = well fitted inhibition curve with a large enough effect in the signal ratio, with a control signal flat, not every such curve was filed as active; inconclusive = small, poorly fitted or top-dose-only effect, or effect the other way, or a change in a side signal; the % refers to the signal ratio;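 note: potency is the fitted concentration of half-maximal effect; plate controls were basal doxycycline-induced cells for no effect and cells given 10 µM MG132 for full effect; MG132 reads +100%, hits lower the ratio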
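Concentration-response series (up to 46 uM) were applied to TMD8 dual-reporter cells for 4 h at 37C with doxycycline. Green/red ratio, after filter-overlap correction, defined %Activity; red signal alone was normalised to basal cells and zero luminescence.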
Mito fusion act – qHTS Assay for Small Molecule Inhibitors of Mitochondrial Division or Activators of Mitochondrial Fusion; S. cerevisiae fusion-defective mutant growth rescue, CellTiterGlo 48 h; Potency, µM (highest dose often 46.1 µM), inactives show top-dose growth rescue (activation), usual class: activators; hit rate 0.23% among 320,000; AID 485298, 2010;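 note: potency is the fitted concentration of half-maximal effect; % of control where 0% means no effect; nearly all actives have a fitted effect of over 45% in size; temperature-sensitive fusion mutants such as fzo1-1 at 37 °C on non-fermentable ethanol glycerol medium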
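Read-out: ATP-based luminescence (CellTiterGlo, 10 min ambient) reporting growth of fusion-defective ts yeast after 48 hours at 37C on glycerol/ethanol YPEG medium in the presence of compound.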
PTAP TSG101 blk – qHTS Assay for Iinhibitors of HIV-1 Budding by Blocking the Interaction of PTAP/TSG101. Fluorescence polarization, FITC-PTAP peptide / Tsg101 binding. AID 493005, 2010. 340,000 tested, under 10 active. Potency, µM (top dose mostly 115 µM), inactives show top-dose activity change, negative = inhibition, hits mostly inhibitors; active = well fitted inhibition curve with a large enough effect in the main read-out, with a control signal flat, not every such curve was filed as active; inconclusive = small, poorly fitted or top-dose-only effect, or effect the other way, or a change in a side signal; inactive = no such curve, though single readings can be large or run the other way; note: potency is the fitted concentration of half-maximal effect; % of control where 0% means no effect
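Tsg101 binding domain (10 uM final) was mixed with compound and a FITC-labeled PTAP peptide (50 nM final) in HEPES pH 7.5 buffer with NaCl, Tween 20, EDTA and TCEP; fluorescence polarization was read after 20 min at r.t.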
uPA generation – qHTS for Inhibitors of Cell Surface uPA Generation; cell surface uPA generation assay, qHTS; Potency, µM (titrated, usually from 38.3 µM), inactives show top-dose activity change, negative = inhibition, usual class: inhibitors; hit rate 0.31% among 330,000; AID 540303, 2011; active = well fitted inhibition curve with a large enough effect; inconclusive = small, poorly fitted or top-dose-only effect; inactive = no such curve, though single readings can be large or run the other way; tested in mouse RAW 264.7 cells; note: potency is the fitted concentration of half-maximal effect; % is set by controls: 0 for no effect and ±100 for the full control effect; nearly all actives have a fitted effect of over 55% in size
Starred values were filed as active, the others as inactive; ? = inconclusive; . = no result given; [ ] = remark or other dose. Unless noted, calls come from the whole dose curve; as a rule, active = well fitted curve in the direction sought with a large enough effect; inconclusive = small, poorly fitted or top-dose-only effect, or another doubt; inactive = no such curve, though single readings can be large; an effect the other way counts as inactive or inconclusive.

SMILES	USP2a inh	ELG1 repair inh	Tb PFK block	TCR activator	TSHR antag	B2AR arrestin	Eya2 phos inh	BCR signal inh	Mito fusion act	PTAP TSG101 blk	uPA generation
CCc1ccc(NC(=O)c2noc3c2CCC3)cc1	6%	?	?	.	-6	0.0%	-2%	?	2%	5%	-1%
C=CCNC(=S)N/N=C/c1ccc(-c2cccc([N+](=O)[O-])c2)o1	0%	1%	-2%	7%	10	-0.1%	2%	?	3%	1%	-1%
COc1ccccc1CCNC(=O)C(=O)NCC1OCCCN1S(=O)(=O)c1ccc(F)cc1C (configuration not stated)	1%	?	1%	.	-7	-0.6%	6%	0%	4%	0%	-6%
CSc1ccc(CNc2ccc(C)c(C)c2)cc1	4%	?	-8%	-1%	-5	-0.6%	1%	?	1%	-2%	-6%
O=C(CN1CCCCC1)Nc1cccc(Br)c1	2%	?	0%	-35%	-2	-0.3%	3%	2%	-5%	0%	4%
O=S(=O)(Nc1ccc(O)c(Sc2nc3ccccc3s2)c1)c1cccc2ccccc12	?	?	4%	-8%[46.1 µM]	-88*	-1.1%	9%	?	2%	-1%	7%
CCOC(=O)c1nc(NNC(C)=O)sc1C	2%	6%	8%	-9%	7	-0.4%	-4%	-2%	19%	-2%	1%
O=C(NCC1CCCO1)c1ccc(Cl)c(S(=O)(=O)N2CCCCC2)c1 (configuration not stated)	-1%	?	1%	5%	-6	-0.8%	-4%	-1%	3%	-2%	-20%
CCN(Cc1ccncc1)C(=O)c1ccco1	-3%	4%	-6%	0%	46	-0.1%	10%	3%	0%	-4%	1%
CCCC1(c2ccccc2)NC(=O)N(CC(=O)Nc2ccccc2C(F)(F)F)C1=O (configuration not stated)	1%	10%	1%	-3%	-2	-0.2%	5%	-2%	-5%	2%	4%
CC(=O)OCC(=O)[C@@]1(O)CC[C@H]2[C@@H]3CCC4=CC(=O)C=C[C@]4(C)[C@@]3(Cl)[C@@H](Cl)C[C@@]21C	-3%	7%	-3%	3%	3	0.1%	13%	-12%	-9%	-4%	25%
CCOc1ccc(CN(C)C(=O)CNC(=O)c2ccccc2)cc1	-2%	1%	3%	-5%	-1	-0.2%	-1%	2%	1%	-1%	-9%
Cc1ccc(C(=O)NCC(=O)OCC(=O)NC2CCS(=O)(=O)C2)cc1C (configuration not stated)	2%	?	-1%	-1%[46.1 µM]	10	0.2%	5%	1%	-1%	-9%	6%
c1ccc(C2CCC(N3CCNCC3)CC2)cc1 (configuration not stated)	2%	0%	1%	11%[46.1 µM]	-6	0.3%	3%	-1%	3%	1%	3%
Cc1cccc(NC(=O)C2CCN(S(=O)(=O)c3ccc4c(c3)NC(=O)CO4)CC2)c1	-2%	-26%	-16%	-10%	-134*	-0.7%	-11%	9%	19%	1%	-8%
CCCN(CC(=O)Nc1ccccc1C)C(=O)c1ccc(C(=O)c2ccccc2)cc1	1%	?	0%	-6%	-2	-1.0%	23%	4%	3%	-4%	17%
Cc1onc(-c2ccccc2)c1C(=O)Nc1nc2c(s1)C(=O)CC(C)(C)C2	0%	-15%	-3%	-14%	-11	-0.5%	-29%	11%	18%	-1%	-2%
COc1ccc(N(CC(=O)N2CCN(c3ccccc3)CC2)S(=O)(=O)c2ccc(C)cc2)cc1	1%	-3%	0%	-13%	7	-0.9%	-28%	?	-9%	0%	-1%
COc1ccccc1N1CCN(C(c2ccc(N(C)C)cc2)c2nnnn2CCc2ccccc2)CC1 (configuration not stated)	1%	-6%	-3%	-6%[46.1 µM]	5	-0.8%	-4%	8%	1%	5%	1%
CC(=O)Nc1cccc(C(=O)OCC(=O)Nc2c(C)nn(-c3ccccc3)c2C)c1	-2%	-12%	3%	-5%	-11	0.0%	18%	0%	0%	-5%	0%
Cc1ccc(S(=O)(=O)N2CCCCC2)cc1NC(=O)CCNC(=O)c1ccccc1	0%	0%	9%	2%	.	0.0%	-43%	4%	.	-6%	-11%
CC1(C)CNC(=O)c2sc(NC(=O)c3ccccc3Cl)nc2C1	1%	?	-9%	0%	-12	-0.6%	-13%	?	11%	-2%	4%
O=C(CCC(=O)N(c1ccc(F)cc1)C(C(=O)NC1CCCC1)c1ccncc1)Nc1cccnc1 (configuration not stated)	0%	-8%	-4%	-2%[46.1 µM]	5	-0.1%	0%	-16%	-7%	-9%	4%
O=C(COC(=O)c1ccccc1Nc1ccc(SC(F)F)cc1)NC1CC1	-2%	?	3%	2%[46.1 µM]	-37	-0.1%	-10%	-6%	?	-1%	-8%
CCOC(=O)c1ccc(/C=N/O)[n+](Cc2ccccc2)c1	4%	-5%	1%	.	-1	-0.2%	4%	10%	1%	-8%	9%
COC(=O)CN(c1ccc(OC)cc1)S(=O)(=O)c1c(C)noc1C	2%	-1%	2%	4%	1	-0.4%	8%	-9%	4%	2%	-3%
Cc1ccc2nc(CSc3nnc(-c4ccco4)o3)cc(=O)n2c1	5%	8%	?	3%	-1	-0.8%	4%	-8%	-1%	-8%	-1%
Cc1ccc(S(=O)(=O)N2CCN(C(=O)CN3CCOCC3)C2c2ccccc2)cc1 (configuration not stated)	5%	?	3%	2%	6	0.1%	-11%	0%	1%	-2%	-2%
O=C(Nc1ccccn1)C1CCN(S(=O)(=O)c2ccc3ccccc3c2)CC1	4%	-16%	0%	-3%	-1	0.4%	4%	?	2%	-6%	7%
O=C(N/N=C/C=C/c1ccco1)c1cccs1	3%	?	-1%	-2%	5	10%	11%	?	-1%	0%	-2%
CC(C)CCn1nnnc1CN1CCN(c2ccc(F)cc2)CC1	2%	-5%	-1%	5%	-10	-1.1%	1%	7%	3%	-2%	-3%
CN(CC(=O)NC1CCCC1)S(=O)(=O)c1cccc(Cl)c1	0%	-5%	0%	5%	5	-1.2%	-5%	0%	.	1%	-1%
COc1cc([N+](=O)[O-])ccc1NC(=O)Nn1cnnc1	0%	0%	-3%	-4%	-1	0.3%	11%	-4%	0%	-3%	-1%
CCCN(CCC)S(=O)(=O)c1ccc(C(=O)NNc2nc(-c3ccccc3)c3cc(Br)ccc3n2)cc1	-6%	?	6%	7%[46.1 µM]	5	-0.1%	-7%	8%	-8%	0%	1%
Cc1ccc(C(=O)N/C(=C/C=C\c2ccccc2)C(=O)NCc2ccco2)cc1	-9%	?	0%	3%[46.1 µM]	-12	0.1%	4%	0%	1%	0%	-4%

Ordered by SMILES length (smallest number first): 3 of the compounds above
SMILES	USP2a inh	ELG1 repair inh	Tb PFK block	TCR activator	TSHR antag	B2AR arrestin	Eya2 phos inh	BCR signal inh	Mito fusion act	PTAP TSG101 blk	uPA generation
CC(C)CCn1nnnc1CN1CCN(c2ccc(F)cc2)CC1	2%	-5%	-1%	5%	-10	-1.1%	1%	7%	3%	-2%	-3%
COc1cc([N+](=O)[O-])ccc1NC(=O)Nn1cnnc1	0%	0%	-3%	-4%	-1	0.3%	11%	-4%	0%	-3%	-1%
Cc1ccc(C(=O)N/C(=C/C=C\c2ccccc2)C(=O)NCc2ccco2)cc1	-9%	?	0%	3%[46.1 µM]	-12	0.1%	4%	0%	1%	0%	-4%

Compound activity from PubChem.
